Compound activity as filed in PubChem.
FEN1 inh – blocks human flap endonuclease 1; P39748; Recombinant FEN1 flap cleavage, fluorescence, 15 min; Potency, µM (series often up to 114 µM), inactives show at the highest dose activity change, negative = inhibition, actives largely listed as inhibitors; AID 588795; 390,000 compounds, 0.35% hits; further: nearly all actives have a fitted effect of over 65% in size
Target sequence (P39748 whole entry, looked up): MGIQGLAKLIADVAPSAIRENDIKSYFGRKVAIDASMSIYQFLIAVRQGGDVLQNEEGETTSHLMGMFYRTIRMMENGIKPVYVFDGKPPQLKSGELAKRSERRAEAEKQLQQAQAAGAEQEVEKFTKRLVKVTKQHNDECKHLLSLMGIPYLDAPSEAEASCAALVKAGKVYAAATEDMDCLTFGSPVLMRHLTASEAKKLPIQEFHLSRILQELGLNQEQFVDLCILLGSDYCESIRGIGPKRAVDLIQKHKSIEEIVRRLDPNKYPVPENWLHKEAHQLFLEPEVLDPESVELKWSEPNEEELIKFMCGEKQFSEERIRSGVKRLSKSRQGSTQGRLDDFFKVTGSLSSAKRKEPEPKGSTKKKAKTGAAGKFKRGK
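With each library titrated from low to high concentration, compounds met 10 nM FEN1 for 15 min at room temperature before 50 nM substrate was added; readings at 0 and 15 min fed four-parameter Hill curve fits.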
KAT2A inh – GCN5L2 (KAT2A) acetyltransferase inhibition. Q92830. GCN5L2 HAT assay, ThioGlo1 CoA-SH fluorescence. Potency, µM (top dose mostly 58.9 µM), without a hit: top-dose activity change, negative = inhibition, usual class: inhibitors. 390,000 compounds, 0.21% hits
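Compounds, pin-transferred from DMSO stocks, meet 20nM GCN5L2 for 15 min before the reaction begins with H3(1-25) peptide (75uM) and acetyl-CoA (70uM). Thiol-reactive ThioGlo1 reports CoA release over 20 min at room temperature.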
N370S GC – inhibits or activates N370S mutant glucocerebrosidase; P04062; 330,000 compounds, 0.092% hits; Potency, µM (titrated, usually from 59.4 µM), inactives show at the highest dose activity change, negative = inhibition, most hits filed as inhibitors; N370S GC spleen homogenate, 4MU-glucoside fluorescence;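 further: 0% = full enzyme activity and -100% = no enzyme basal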
* marks the source's active call; other numbers are inactive results; ? = inconclusive; / = no result given; [ ] = dose if it differs, or a comment. The call rests on the fitted dose curve; in most records, active means well fitted curve in the direction sought with a large enough effect; inconclusive means small, poorly fitted or top-dose-only effect, or another doubt; inactive means no such curve, though single readings can be large; an effect the other way counts as inactive or inconclusive. Unless noted, on the % scale 0 is the no-effect control and ±100 the full control effect; potency means the concentration at half of the fitted maximal effect.

SMILES	FEN1 inh	KAT2A inh	N370S GC
[O][C@H]1[C@@H](O)[C@@H](CO)O[C@@H](O[C@@H]2[C@@H]3OC[C@H]2O[C@H](O[C@@H]2[C@@H](O)[C@H](C[C@@H]4[C@@H]5OC[C@H]4O[CH][C@@H]5O)O[C@H](CO)[C@@H]2OS(=O)(=O)O)[C@@H]3OS(=O)(=O)O)[C@@H]1O	/	18%	1%
CCN(CC(=O)Nc1ccccc1C(F)(F)F)C(=O)CCOc1ccccc1C	26%	-3%	-2%
O=C(Nc1ccc(N2CCOCC2)c(Cl)c1)c1cccc(F)c1	-10%	-6%	3%
Cc1cc(C)n2[nH]c(=O)c(N=Nc3ccccc3)c2n1	-16%	-7%	-25%
Cc1c(C#N)c(O)n(CCO)c(=O)c1N=Nc1ccc(S(N)(=O)=O)cc1	-18%	-4%	-19%
CCCCn1c(-c2sccc2C)n[nH]c1=S	-16%	-1%	9%
COCCNC(=O)c1cnn(-c2cccc(C)c2)c1-n1cccc1	22%	25%	/
COc1ccc(-c2csc(NC(=O)CSc3nc(C)nc4sc(C(=O)O)c(C)c34)n2)cc1	?	-3%	5%
O=C(Cc1c[nH]c2ccccc12)N1CCN(S(=O)(=O)c2ccc(Cl)cc2)CC1	-6%	-2%	-4%
CCOc1ccc(OCC)c(Nc2nc3ccccc3c3nnc(C)n23)c1	1%	0%	/
COc1ccc(Cn2nnnc2C(c2ccccc2Cl)N2CCN(C3CCCC3)CC2)cc1 (centres undefined)	-14%	0%	-6%
CSc1nc(=O)n(-c2ccccc2)c(C)c1C(C)=O	3%	2%	2%
Cc1ccc(-c2cc(-c3ccco3)c(C#N)c(=O)[nH]2)cc1	?	-30%	?
CC1CCCN(Cc2cn3c(-c4cccc(Br)c4)nnc3s2)C1 (centres undefined)	-13%	0%	/
O=C(Cc1cccs1)Nc1cccc(-c2ccc3nncn3n2)c1	-1%	-6%	-5%
CN(C)c1ccc(S(=O)(=O)NCC(=O)N2CCN(c3ccccc3)CC2)cc1[N+](=O)[O-]	-9%	?	-4%
CS(=O)(=O)N(CC(=O)N1CCN(Cc2ccccc2)CC1)c1cccc(Cl)c1	15%	5%	-10%
CCOCCCNC(=O)C(NC(=O)c1ccc(=O)[nH]c1)c1ccc(Cl)cc1 (centres undefined)	-13%	-3%	0%
O=C(Nc1ccc2c(c1)OCCO2)c1ccccn1	-12%	-4%	-18%
CCOC(=O)c1c(NC(=O)c2cccs2)sc(C)c1CC	-21%	-13%	?
Fc1ccccc1OCCCn1ccnc1	4%	-2%	0%
CC(O)CN(Cc1cccc(Cl)c1)CC(C)O (centres undefined)	6%	-7%	-1%
CCNC(=O)NC(=O)C(C)OC(=O)CCCc1nc2ccccc2s1 (centres undefined)	-14%	1%	4%
Cc1ccccc1C(=O)c1cccn1CC(=O)NCCCN1CCCCC1	-3%	-5%	-16%
O=S(=O)(c1ccc(F)cc1)N1CCN(Cc2ccccc2C(F)(F)F)CC1	-22%	-9%	-11%

Three entries from above, arranged by the number in FEN1 inh, low to high:
| canonical_smiles | FEN1 inh | KAT2A inh | N370S GC |
| --- | --- | --- | --- |
| CCNC(=O)NC(=O)C(C)OC(=O)CCCc1nc2ccccc2s1 (centres undefined) | -14% | 1% | 4% |
| CCOCCCNC(=O)C(NC(=O)c1ccc(=O)[nH]c1)c1ccc(Cl)cc1 (centres undefined) | -13% | -3% | 0% |
| CN(C)c1ccc(S(=O)(=O)NCC(=O)N2CCN(c3ccccc3)CC2)cc1[N+](=O)[O-] | -9% | ? | -4% |

Following part.
SMILES	FEN1 inh	KAT2A inh	N370S GC
COc1ccc(CN2CCC(C)CC2)cc1OCc1ccccc1	-1%	-6%	-23%
NC(=O)[C@@H]1CCCNc2c(I)cc([N+](=O)[O-])cc2C(=O)N[C@@H](CO)C(=O)N[C@@H](Cc2ccc(O)cc2)C(=O)N1	-3%	-8%	-6%
Cc1cc(C)c(NC(=O)Cn2nnc3sc4c(c3c2=O)CCC(C(C)(C)C)C4)c(C)c1 (centres undefined)	-7%	-4%	/
O=C(COC(=O)c1cccc(-n2cnnn2)c1)c1ccccc1	-3%	-3%	6%
Clc1nnc2ccc(-c3ccccc3)nn12	-2%	-1%	-1%
Cc1ccc(S(=O)(=O)NCCCOC(=O)Nc2ccncc2)cc1	0%	-2%	5%
COc1cc(NC(=O)c2ccco2)c(OC)cc1NC(=O)Nc1ccc(Cl)cc1	-12%	-7%	-1%
Cc1cccc(CN(C(=S)Nc2c(C)cccc2C)c2cccnc2)c1	6%	0%	-7%
CCn1c(N)c(C(=O)COC(=O)CCc2nc3ccccc3c(=O)[nH]2)c(=O)[nH]c1=O	3%	-4%	/
CCc1ccc(NC(=O)C2CCCN2c2nn3c(=O)cc(C)nc3s2)cc1 (centres undefined)	40%	0%	-1%
CCOC(=O)/C=C1\SCC(=O)N1CC(=O)NCCc1ccc(F)cc1	7%	2%	0%
COc1ccccc1C(=O)NCCCNC(=O)c1cccnc1	1%	0%	-3%
CCOc1cc(C(=O)N=c2sccn2C)ccc1OC(F)F	-8%	-6%	-7%
Nc1nc(-c2ccc(Cl)cc2)nn1C(=O)c1ccco1	4%	-9%	-2%
COC1(NC(=O)c2ccccc2)C(C)=CC(=O)C=C1C	0%	-8%	14%
COc1cccc(CNC(=O)CN2C(=O)CCc3cc(S(=O)(=O)N4CCOCC4)ccc32)c1	13%	16%	/
CCOC(=O)c1sc(NC(=O)C2CCC2)cc1C	-1%	4%	-13%
N/C(=N\OC(=O)c1ccc(Cl)cc1)c1ccccn1	-10%	4%	-2%
CCOC(=O)CSc1nc(-c2ccccn2)ncc1OC	-6%	-13%	5%
CC(=O)Nc1ccc(N2C(=O)CSC2c2ccccc2[N+](=O)[O-])cc1 (centres undefined)	4%	-3%	4%
Cc1ccc(Nc2nc(-c3ccc(C)cc3)c(CC(=O)O)s2)cc1	12%	-8%	-6%
CCOc1ccc(S(=O)(=O)NN)cc1	0%	-5%	4%
COc1cccc(C2(O)CCN(C(=O)Cc3cccnc3)CC2)c1	-8%	-10%	-12%
O=CNc1ccccc1	19%	-2%	-2%
S=c1[nH]c2ncccc2o1	-7%	-2%	4%
Remaining list, next part:
SMILES	FEN1 inh	KAT2A inh	N370S GC
CCCCNC(=O)c1nnn(-c2ccccc2)c1N	3%	0%	7%
CC1CN(C(=O)c2cn3ccccc3n2)CC(C)O1 (centres undefined)	-4%	2%	-2%
COCCn1c(=O)[nH]c2cc(C(=O)N3CCN(c4ccc(F)cc4)CC3)ccc2c1=O	0%	-6%	/
O=C(NCc1ccc(Cl)cc1)c1ccc(CSCc2cccc(Cl)c2)o1	-6%	-5%	/
CCOc1ccc(-c2cc3nc(C4CCN(C(=O)OC(C)(C)C)CC4)c(C(=O)Nc4cccc(CC)c4)cn3n2)cc1	-12%	2%	/
Cn1c(-c2ccc(F)cc2)cc2onc(-c3c(F)cccc3Cl)c2c1=O	-4%	-2%	/
CCOc1ccc(C(=O)Nc2ccc(NC(=O)c3ccco3)c(Cl)c2)cc1Br	-6%	-4%	2%
C#CCn1c(=NC(=O)c2cc(-c3cccs3)nc3ccccc23)sc2cc(S(N)(=O)=O)ccc21	0%	?	-14%
CC(=O)c1cc(-c2ccccc2)n(CC(=O)Nc2cccc(C)c2C)c1C	-2%	3%	-4%
NC(=O)c1ccsc1NC(=O)COC(=O)c1c(F)cccc1Cl	-17%	-13%	/
Cc1ccnc2c1ccc1c(C)ccnc12	25µM*	-4%	/
COc1cc2c(cc1OC)CN(CC(=O)Nc1cccc([N+](=O)[O-])c1)CC2	3%	-6%	-1%
CC(CCC(=O)O)(c1ccc(O)cc1)c1ccc(O)cc1	32%	?	8%
O=C1CN(C(=O)COC(=O)C23CC4CC(CC(O)(C4)C2)C3)c2ccccc2N1	4%	1%	-22%
O=C(N/N=C/C=C/c1ccc2c(c1)OCO2)C(O)c1ccccc1 (centres undefined)	1%	31%[activator]	-8%
CN(C)CCOc1nc(-c2ccccc2)nc2c1oc1ccccc12	50µM*	1%	-21%
CN1CCCN=C1/C=C\c1cccs1	/	11µM*	-1%[21.6 µM]
CCNC(=S)NCc1ccc2c(c1)OCO2	7%	-2%	2%
CCN(CC)CCNc1cc(C)nc2c1C(=O)C(=O)C=C2N1CCCCC1	-17%	10%	-7%
O=C(Cc1ccccc1[N+](=O)[O-])NCCc1ccc(F)cc1	-9%	-8%	-3%
O=C(NCCN1CCN(c2ccccc2)CC1)C1CCN(S(=O)(=O)c2cccc3nsnc23)CC1	19%	-9%	1%
COc1ccc(-c2noc(CNC(=O)CCCN3C(=O)[C@H]4CC=CC[C@H]4C3=O)n2)cc1	11%	-3%	-2%
CC1(C)C(=O)C2(CCCCC2)C(=O)OC1c1cccn1-c1ccc([N+](=O)[O-])cc1 (centres undefined)	-6%	10%	-1%
O=C(NC(=S)Nc1ccc(N2CCCCC2)cc1)c1cccs1	-5%	-29%	?
Oc1[nH]c2ccccc2c1N=Nc1ccccc1	1%	-4%	?
The results go on.
SMILES	FEN1 inh	KAT2A inh	N370S GC
CCOC(=O)C(C)NC(=O)c1c(C)oc2ncn(CC(C)C)c(=O)c12 (centres undefined)	2%	-5%	/
Cc1nonc1C(=O)N/N=C/c1cccc(O)c1	1%	-4%	-5%
Cc1cccc(C)c1NC(=O)c1csc2c1CCCC2	15%	-3%	/
Oc1c(Br)cc(Br)c(/C=N/n2c(-c3ccccc3)n[nH]c2=S)c1Br	?	28µM*	12%
Cc1ccc([C@H]2C(C(=O)O)=CC[C@@H](c3ccc(C(C)C)cc3)N2S(=O)(=O)c2ccc(C)cc2)cc1	-8%	?	/
N#CCCN(C(=O)COC(=O)C1CCN(S(=O)(=O)c2ccc3c(c2)OCCO3)CC1)c1ccccc1	-1%	-1%	2%
COc1ccc(CCN=C(N)NS(=O)(=O)c2ccc3ccccc3c2)cc1	-18%	-3%	16%
CCc1ccc(NC(=O)COc2ccc3c(c2)OCO3)cc1	-11%	-13%	-11%
COc1ccc(Br)cc1S(=O)(=O)NCc1ccccn1	-9%	-7%	-2%
C=CCSc1nc(N(CC)CC)c2sccc2n1	-2%	-6%	26%
O=C(NCCc1ccccc1)c1ccc2c(c1)N(Cc1ccc(F)cc1Cl)C(=O)CS2	17%	-5%	/
Cc1cc(OCC(=O)Nc2cccc(S(=O)(=O)NC3=NCCCCC3)c2)ccc1Cl	-11%	-5%	-7%
N#Cc1ccc(C[C@H](C(=O)O)N2C(=O)c3ccc(C(=O)O)cc3C2=O)cc1	/	2%	-5%
O=C(NC1c2ccccc2-c2ccccc21)c1ccccc1	-10%	2%	1%
Cc1ccc(C(=O)N/N=C/c2ccc3c(c2)OCO3)o1	4%	-7%	-4%
COc1ccc(CCNC(=O)NC2CCCCC2)cc1	4%	0%	13%
COc1ccc(C(C)(C)C)cc1NC(=O)CNc1cccc2ccccc12	-13%	-29%	23%
CCOC(=O)NN1C(=O)c2ccccc2NC1c1ccc(OC)c(OC)c1 (centres undefined)	21%	-6%	3%
COc1cccc(N2CC(NC(=O)C(=O)c3c(C)[nH]c4ccccc34)CC2=O)c1 (centres undefined)	9%	-7%	-6%
O=C(NCCCN1CCCCCC1)[C@@H](c1ccccc1)C1CCCCC1	/	-3%	1%
CC(C)NC(=O)C1CCN(C2CCN(C(=O)/C=C/c3cccs3)CC2)CC1	-12%	0%	-5%
NS(=O)(=O)c1ccc(CCNC(=O)COC(=O)c2nc(Cl)ccc2Cl)cc1	46%[activator]	0%	/
Cc1cccc(Nc2nnc(-c3ccc(N4CCOCC4)c([N+](=O)[O-])c3)c3ccccc23)c1	1%	-11%	6%
CCCC(CCC(=O)Nc1ccn(-c2ccccc2)n1)C(=O)O (centres undefined)	6%	2%	8%
Cc1ccc(O)c(NC(=S)NC(=O)COc2ccc(Br)cc2)c1	-15%	-4%	6%

Seven consecutive entries out of the list so far, quoted:
SMILES	FEN1 inh	KAT2A inh	N370S GC
O=C(NCCc1ccccc1)c1ccc2c(c1)N(Cc1ccc(F)cc1Cl)C(=O)CS2	17%	-5%	/
Cc1cc(OCC(=O)Nc2cccc(S(=O)(=O)NC3=NCCCCC3)c2)ccc1Cl	-11%	-5%	-7%
N#Cc1ccc(C[C@H](C(=O)O)N2C(=O)c3ccc(C(=O)O)cc3C2=O)cc1	/	2%	-5%
O=C(NC1c2ccccc2-c2ccccc21)c1ccccc1	-10%	2%	1%
Cc1ccc(C(=O)N/N=C/c2ccc3c(c2)OCO3)o1	4%	-7%	-4%
COc1ccc(CCNC(=O)NC2CCCCC2)cc1	4%	0%	13%
COc1ccc(C(C)(C)C)cc1NC(=O)CNc1cccc2ccccc12	-13%	-29%	23%

(cont.)
SMILES	FEN1 inh	KAT2A inh	N370S GC
O=C(CN1C(=O)CSc2ccc(S(=O)(=O)N3CCCCC3)cc21)NCc1ccccc1Cl	-2%	-9%	6%
C[n+]1ccn(CC(=O)c2cccs2)c1	4%	-9%	-5%
Cn1c(=O)c2c([nH]c(=O)n2C)n(C)c1=O	-5%	-7%	5%
O=C(Nc1cc(C(F)(F)F)cc(C(F)(F)F)c1)c1ccc(Cn2cc(C(F)(F)F)ccc2=O)cc1	-21%	?	15%
Cc1ccc2sc3ccc(NC(=O)c4ccccc4Cl)cc3c(=O)c2c1	-23%	-3%	4%
COc1cccc(CNC(=O)c2cccc(S(=O)(=O)N3CCN(C)CC3)c2)c1	7%	-7%	1%
